Hck-Nef inh: inhibitors of Nef-activated human Hck kinase, primary screen, biochemical, Z-Lyte FRET, 384-well, Hck-YEEI | AID 463187, 2010 | Recombinant Hck-YEEI plus Nef, Z-Lyte FRET kinase assay | hit rate 0.68% among 220,000 | inhibition, % at 20 µM;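 active means Hck-Nef kinase inhibition above about 50%, limit read from the data; inactive means inhibition below that limit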;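 further: 0% = DMSO with Hck plus Nef and 100% = Hck alone without Nef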
Runt-CBFb FRET: inhibitors of RUNX1 Runt–CBFb binding, primary screen, biochemical, FRET, Cerulean-Runt, Venus-CBFb, uHTS. inhibition, % at 20 µM. Cerulean-Runt/Venus-CBFb FRET ratio 530/480, 1 h. hit rate 0.46% among 220,000. AID 1496, 2009;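 active means inhibition over about 50% at 20 µM in the single-dose screen, limit read from the data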;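 further: 0% = DMSO wells and 100% = excess unlabeled CBFb competitor control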
Target sequence (Q01196 whole entry, looked up): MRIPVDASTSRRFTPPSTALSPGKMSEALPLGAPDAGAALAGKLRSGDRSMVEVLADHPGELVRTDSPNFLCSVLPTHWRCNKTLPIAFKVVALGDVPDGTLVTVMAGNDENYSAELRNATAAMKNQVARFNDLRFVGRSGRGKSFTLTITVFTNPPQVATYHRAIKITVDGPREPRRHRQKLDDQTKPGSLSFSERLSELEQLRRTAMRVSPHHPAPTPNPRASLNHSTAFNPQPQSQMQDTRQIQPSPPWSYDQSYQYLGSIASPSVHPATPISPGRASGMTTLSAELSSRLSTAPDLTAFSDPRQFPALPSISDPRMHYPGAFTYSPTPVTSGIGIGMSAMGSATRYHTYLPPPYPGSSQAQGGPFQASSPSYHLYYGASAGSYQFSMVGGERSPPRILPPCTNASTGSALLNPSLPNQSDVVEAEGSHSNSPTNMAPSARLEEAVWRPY
Target sequence (Q13951 whole entry, looked up): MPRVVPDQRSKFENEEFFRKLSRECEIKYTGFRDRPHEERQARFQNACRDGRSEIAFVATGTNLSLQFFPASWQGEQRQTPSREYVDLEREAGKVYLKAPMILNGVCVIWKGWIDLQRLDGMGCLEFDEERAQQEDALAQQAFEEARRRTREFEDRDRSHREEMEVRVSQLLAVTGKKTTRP
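Reagent – Venus-CBFb binding partner, 100 nM · Assay system – Cerulean-tagged RUNX1 Runt domain (FRET donor) fusion protein · Input – 100 nM per protein · Incubation – two 1 h room-temperature incubations shielded from light · Measured by – FRET fluorescence · Medium – Tris buffer pH 7.5 with salts and BSA · Benchmarks – unlabeled CBFb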
KLK5 inh: human KLK5 protease inhibitors, primary screen, biochemical, 1536-well. recombinant hK5, fluorogenic AMC substrate cleavage. inhibition, % at 5 µM. hit rate 0.59% among 210,000. AID 873, 2007;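 active means inhibition of 40% or more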;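 further: 0% = enzyme controls without compound and 100% = no-enzyme blanks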
Runt-SMMHC FRET: inhibitors of RUNX1 Runt–CBFb-SMMHC binding, primary screen, biochemical, FRET, Cerulean-Runt, Venus-CBFb-SMMHC, uHTS. Runt-related transcription factor 1 (Homo sapiens) + Core-binding factor subunit beta …. Cerulean-Runt/Venus-CBFb-SMMHC FRET ratio 530/480, 1 h. inhibition, % at 20 µM. hit rate 0.74% among 220,000. AID 1434, 2008;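 active means mean inhibition across duplicate retests at 20 µM reaching about 50%, limit read from the data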;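 further: 0% = DMSO wells and 100% = wells with excess untagged CBFb-SMMHC; inhibitors lower the FRET ratio by blocking Runt binding to CBFb-SMMHC; some results filed as inactive read as strong as hits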
FXIIa inh: human FXIIa protease inhibitors, primary screen, biochemical, 1536-well; Coagulation factor XII (Homo sapiens), P00748; purified FXIIa, Boc-QGR-AMC fluorogenic substrate, 2 h; inhibition, % at 5 µM; hit rate 0.3% among 220,000; AID 800, 2007; in the data active means inhibition above about 40%;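 further: 0% = enzyme with no compound and 100% = blank without enzyme; many of its hits are not listed in these tables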
Wee1 stabilizer: Wee1 degradation inhibitors, primary screen, cell-based, HeLa, Wee1K328M-luciferase, luminescence; Wee1-like protein kinase (Homo sapiens), P30291; HeLa Luc-Wee1K328M stability; 100% = proteasome inhibitor MG132 effect; reporter increase, % at 5 µM; hit rate 1.2% among 220,000; AID 1321, 2008;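 active means activation above the mean of all tested compounds plus 3 SD, set per screening run, cut at about 8.8% in these data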;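 further: cells exposed to compound for 20 h before luminescence read; 0% = DMSO alone and 100% = MG132 at 30 µM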
14-3-3 Bad inh: inhibitors of 14-3-3 zeta/Bad binding, primary screen, biochemical, TR-FRET, bovine 14-3-3 zeta. hit rate 0.71% among 220,000. AID 781, 2007. TR-FRET 14-3-3zeta/Dy647-pBad peptide displacement, 1 h. 14-3-3 protein zeta/delta (Bos taurus), P63103. inhibition, % at 21.7 µM;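 active means inhibition above about 70%, limit read from the data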;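 further: 0% = full 14-3-3 plus peptide FRET controls and 100% = background without 14-3-3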
Target sequence (P63103 whole entry, looked up): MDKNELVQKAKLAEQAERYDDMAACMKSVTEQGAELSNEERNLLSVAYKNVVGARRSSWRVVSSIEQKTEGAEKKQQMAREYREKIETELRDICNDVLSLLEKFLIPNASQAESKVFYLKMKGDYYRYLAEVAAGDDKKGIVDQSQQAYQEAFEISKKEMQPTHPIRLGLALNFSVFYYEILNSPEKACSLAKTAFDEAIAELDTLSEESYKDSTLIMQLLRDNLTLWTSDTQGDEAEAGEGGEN
Thrombin inh: human alpha-thrombin inhibitors, primary screen, counter-screen for coagulation protease inhibitor project, biochemical, 1536-well, fluorogenic AMC substrate | inhibition, % at 5 µM | AID 1046, 2008 | Prothrombin (Homo sapiens), P00734 | hit rate 0.26% among 220,000 | Boc-VPR-AMC fluorogenic substrate cleavage;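 active means inhibition at or above 40%; inactive means inhibition below 40%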;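 further: 0% = enzyme with no compound and 100% = wells without enzyme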
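Material: human alpha-thrombin protein; Also added: Boc-VPR-AMC substrate, 15 µM final; Timing: enzyme reaction carried out at room temperature; Signal: fluorescence, ex 355 nm, em 460 nm; Measure: % inhibition of thrombin; Controls: enzyme without compound as high, wells lacking enzyme as low.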
FXIa inh 1536: human FXIa protease inhibitors, primary screen, biochemical, 1536-well; purified FXIa, Boc-Glu-Ala-Arg-AMC fluorogenic substrate; inhibition, % at 5 µM; Coagulation factor XI (Homo sapiens), P03951; hit rate 0.14% among 220,000;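 active means inhibition of at least 40%; inactive means inhibition below 40%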;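 further: fluorescence of freed AMC excited at 355 nm; 0% = enzyme without compound and 100% = no enzyme blank; many of its hits are not listed in these tables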
Starred values were filed as active, the others as inactive; x = not tested or not shown; [ ] = another dose, or the depositor's remark.

Values run as follows: Hck-Nef inh	Runt-CBFb FRET	KLK5 inh	Runt-SMMHC FRET	FXIIa inh	Wee1 stabilizer	14-3-3 Bad inh	Thrombin inh	FXIa inh 1536
CC1CCN(c2ccccc2NC(=S)NC(=O)C(C)(C)C)CC1
 : 11	4	-9	4	4	-1	-5	0	-3
CCOCCCn1c(=S)[nH]c2cc(C(=O)N3CCC(C(N)=O)CC3)ccc2c1=O
 : -1	0	-4	1	2	-1	-14	-1	0
CC(O)CCc1ccc(O)cc1 (centres undefined)
 : 20	0	1	2	0	-2	-14	-9	-3
Cc1ccc(S(=O)(=O)c2c[nH]c3cc4c(cc3c2=O)OCO4)cc1
 : 22	0	6	0	7	3	8	0	5
C/C(=N\NC(=O)CNC(=O)c1ccc2c(c1)OCCO2)c1ccco1
 : 16	0	2	0	3	4	-1	-3	-3
CCN(c1cccc(C(F)(F)F)c1)S(=O)(=O)c1ccc2c(c1)CCN2C(C)=O
 : -2	-9	-15	-6	31	2	-1	-1	12
COc1cccc(-n2c(SCC(=O)OC(C)C)nnc2-c2cccnc2)c1
 : 12	-1	-10	-5	-6	-2	0	-6	-10
COc1ccc(/C=C/C(=O)c2ccccc2)cc1Cn1nnc2ccccc21
 : 11	4	-10	1	6	1	6	-4	5
COCCN(C(=O)Nc1ccc(OC)cc1OC)C1CCN(C(C)=O)CC1
 : 1	1	-8	-1	0	4	x	4	-6
O=C(O)c1ccc(-c2ccc(/C=C3\NC(=O)N(Cc4ccc(Cl)cc4)C3=O)o2)cc1
 : 18	98*	3	84*	1	-1	29	-2	9
O=C(O)CCC(=O)N1CCC[C@H]1C(=O)O
 : 22	1	0	-1	10	x	-2	2	0
Cc1nn(C)cc1/C=N/NC(=S)Nc1ccccc1
 : -1	14	-160	18	10	-1	-12[fluorescence artefact?]	5	8
CC(C)CC(=O)Nc1c2c(nn1-c1ccc(F)cc1)CSC2
 : -10	4	-8	2	11	4	-1	1	3
Cc1ccc(C(=O)COc2cc(C)nc3nncn23)cc1
 : 8	-3	2	0	5	-2	0	-1	-5
COc1ccc(NC(=O)CSc2nnc(N)s2)c([N+](=O)[O-])c1
 : -6	2	-3	-2	4	1	-5	-2	-5
O=C(CC1NCCNC1=O)NC1Cc2ccccc2C1 (centres undefined)
 : 1	2	0	0	10	0	-5	-1	-6
O=C(O)CCN1C(=O)c2ccccc2C1=O
 : 0	-1	0	2	13	-2	4[fluorescence artefact?]	-2	4
COC(=O)c1cc(OC)c(OC)cc1-n1cnc2cc(OC)c(OC)cc2c1=O
 : 5	-1	11	-4	-2	-2	3[fluorescence artefact?]	-4	-4
COc1ccccc1C1=NN(C(=S)Nc2ccccc2)C(c2ccco2)C1 (centres undefined)
 : 1	17	11	-2	10	5	-5	-3	-1
Cc1ccc(-c2ccc([C@H]3[C@@H]4C=CCC[C@@]4(C)C(=O)N3Cc3ccccc3)c(F)c2)cc1
 : 8	3	3	-2	13	x	6	-2	3
Cc1ccc(SCC(=O)N=C2NC(=O)CS2)cc1
 : -36	14	-9	41	4	3	3	-2	-2
Cn1c(Cl)nc2c1c(=O)n(Cc1cccc(Br)c1)c(=O)n2C
 : -3	1	34	1	12	-4	-3	104*	14
CCCN1CCC(NC(=O)Nc2ccc(OC)c(OC)c2)CC1
 : 8	1	24	-2	32	-3	-13	13	18
CCc1ccc(-c2nc(CN3CCC(C(=O)NCCc4ccc(OC)c(OC)c4)CC3)c(C)o2)cc1
 : 1	-3	-11	-3	16	-1	-1	-8	0
CCOc1ccc(NC(=O)CN2C(=O)NC(CCSC)C2=O)cc1 (centres undefined)
 : 15	1	-2	-4	4	-2	-13	-25	-7
COc1ccccc1C(=O)Nc1ccc2nc(SCC(=O)N(C)C)sc2c1
 : 2	-2	30	1	20	-2	5	17	18
CC1=C(c2ccccc2)[N+](=O)C2(CCCC2)N1[O-]
 : 1	-1	-15	4	15	0	3	-1	5
O=C(NCc1ccc(F)cc1)c1cc2ccccn2n1
 : 1	-1	-10	-1	10	-2	3	-6	1
CCCCCOc1ccc(C(=O)OCC(=O)Nc2cc(C)c(C)cc2[N+](=O)[O-])cc1
 : 0	-4	-3	-8	5	-3	-2	-6	-3
COc1cc2c(cc1OC)CN(c1nc(-c3cccnc3)nc3ccccc13)CC2
 : 68*	-9	2	-9	4	10*	3	-1	5
O=C(Nc1nnc(Cc2ccc(Cl)cc2)s1)c1ccncc1
 : -4	1	-4	-2	2	-3	-1	-10	-6
O=C(O)c1ccccc1Nc1ccc([N+](=O)[O-])cc1C(=O)O
 : 14	-10	2	-26	5	6	5	-1	1
O=C(Nc1nc(-c2cccs2)cs1)c1ccc(Cl)s1
 : -3	-1	-6	2	1	-1	-4	1	30
O=C(NCc1nc(-c2ccccc2)no1)Nc1ccc(F)cc1
 : -7	1	-21	-3	-5	1	-12	2	0
O=C(CSc1ccc(-c2ccco2)nn1)c1ccccc1
 : 2	1	-17	-4	11	0	-9	-8	2
O=C(Nc1ccc(Br)cc1F)c1cccnc1
 : 3	-2	-18	3	18	1	-13	0	7
CN(Cc1nc(-c2cccnc2)no1)S(=O)(=O)c1ccc2ccccc2c1
 : 12	2	-9	0	4	4	-9	-2	-2
COc1cccc(C(C(=O)NCc2ccco2)N(Cc2ccco2)C(=O)Cn2nnc3ccccc32)c1 (centres undefined)
 : -6	2	-3	-6	30	-2	4[fluorescence artefact?]	5	24
Cc1nn(C(C)(C)C)c(OC(=O)C2CCCC2)c1S(=O)(=O)c1ccccc1
 : 0	-13	7	-2	7	4	14	-4	-3
CCCCC1=CC2=CC(=O)C(C)(OC(=O)CC)C(=O)C2=CN1CCc1ccccn1 (centres undefined)
 : 21	12	2	20	9	x	-3	0	2
CC(C)OC(=O)c1cc(C(=O)c2cc(F)ccc2O)coc1=N
 : 2	8	3	22	5	1	11	-1	-4
COc1ccc(C(C(=O)NC2CCCC2)N(C(=O)c2ccoc2C)c2ccccc2)cc1 (centres undefined)
 : 0	0	-14	-2	2	1	4[fluorescence artefact?]	-10	6
Oc1ccc(/C=C/c2cnccn2)cc1
 : -65	0	1	-7	19	-2	-5	4	10
O=C1/C(=C/c2ccc(N3CCOCC3)o2)SC(=Nc2ccccc2)N1CCc1c[nH]c2ccccc12
 : -2	31	9	35	1	0	-15	-1	0
Nc1ccc(NC(=O)NC2CCCCC2)cc1[N+](=O)[O-]
 : 17	-4	-1	-11	6	3	-1	-10	-3
CC(C)Cn1c(N)c(C(=O)COC(=O)C2CCCCC2)c(=O)n(C)c1=O
 : 1	-3	6	-2	10	5	-1	1	5
O=C1CC(SC(=Nc2ccccc2)Nc2ccccc2)C(=O)N1c1cccc(Cl)c1 (centres undefined)
 : 2	-1	0	-2	-4	-1	-12	0	3
COc1ccc(-c2nnc3n2N=C(c2cccc(Br)c2)CS3)cc1OC
 : -17	-2	4	-2	4	-1	40[fluorescence artefact?]	0	2
CCCc1c(C(=O)Nc2cc(C(C)(C)C)on2)cnn1-c1ccccc1
 : 11	-5	2	0	7	9.8*	-2	0	-1
Cc1cc(C)c(S(N)(=O)=O)c(C)c1-n1cnnn1
 : -1	-1	2	5	1	1	-4	-9	-1
COc1ccc(Cc2nnc(NC(=O)CSc3ccc(Cl)cc3)s2)cc1OC
 : 3	-2	-7	-5	6	-2	-2	-1	5
CC(=O)c1ccc(NC(=O)COC(=O)c2nc(Cl)ccc2Cl)cc1
 : -2	-1	3	-4	13	-4	1	4	-1
Cc1snc(S(=O)(=O)/C(C#N)=N/Nc2ccc(C(F)(F)F)cc2)c1C#N
 : 1	-2	5	-3	9	-1	69[fluorescence artefact?]	4	5
CCOc1ccc(C(=O)N(Cc2ccc(N(C)C)cc2)C2CCS(=O)(=O)C2)cc1 (centres undefined)
 : -3	5	-8	4	-2	-1	-6[fluorescence artefact?]	-6	-12
O=S(=O)(c1ccccc1)c1cnc(-c2cccnc2)nc1-c1ccccc1
 : 1	0	5	2	3	1	3	3	-1
CCOc1ccc(OCc2ccc(C(=O)N3CCOCC3)cc2)cc1
 : 9	-2	-16	-4	13	0	-5[fluorescence artefact?]	-1	-2
CN(Cc1ccccc1)C(=C(Cl)Cl)C(=C1NCCN1)[N+](=O)[O-]
 : -1	2	1	-3	8	-1	-5	-6	0
O=c1cc(CN2CCN(c3cccc(Cl)c3)CC2)c2cc(O)c(-c3ccccc3)cc2o1
 : 1	4	-11	-4	2	-2	7	7	-7
O=S(=O)(c1ccc2ccccc2c1)N1CCN(S(=O)(=O)N2CCOCC2)CC1
 : 0	-1	3	2	-2	1	-7	1	-2
Cc1ccc(C)c(OCc2n[nH]c(=S)o2)c1
 : 23	3	0	4	8	3	5	-3	-2

More structures follow.
Values run as follows: Hck-Nef inh	Runt-CBFb FRET	KLK5 inh	Runt-SMMHC FRET	FXIIa inh	Wee1 stabilizer	14-3-3 Bad inh	Thrombin inh	FXIa inh 1536
COC(=O)c1ccccc1NC(=O)c1cnc2sccn2c1=O
 : 1	-3	-8	-6	3	-1	-7[fluorescence artefact?]	-4	0
O=C(NCc1ccc2c(c1)OCO2)c1ccc2c(c1)OCCO2
 : 2	3	-18	-2	18	-4	3	1	5
CC[n+]1c(C)cc(C)n1-c1ccccc1
 : -19	-1	-11	9	-2	6	21	-1	-2
O=C(CSc1nc2ncc(Cl)cc2[nH]1)c1c[nH]c2ccccc12
 : 0	4	-3	-6	0	-3	8	-4	-2
CCCC(C(=O)n1nc(C)cc1C)C(NS(=O)(=O)c1ccc(C)cc1)c1ccccc1 (centres undefined)
 : 1	-6	-4	-9	5	0	-9	-8	2
Cc1cc(C(=O)CSc2nnc(-c3ccco3)o2)c(C)n1CC1COc2ccccc2O1 (centres undefined)
 : -11	8	3	-11	10	4	4	-1	6
CCc1cc2c(=O)c(-c3ccc4c(c3)OCCO4)c(C)oc2cc1OS(C)(=O)=O
 : -1	0	-4	0	9	-1	0	-5	7
COc1ccc(N(Cc2cc3ccccc3[nH]c2=O)S(=O)(=O)c2ccccc2)cc1
 : 16	2	0	1	11	-1	7	3	3
N#CC1=C(N)SC(N)=C(C#N)C1c1ccnc2ccccc12
 : 1	20	-2	20	14	-3	1	5	1
Cc1cc(OCC(=O)Nn2cnnc2)ccc1Br
 : -2	-1	8	0	9	3	-13[fluorescence artefact?]	17	8
Cn1c(=O)n(Cc2ccco2)c(=N)c2c3c(sc21)CCCC3
 : 5	1	-2	-5	6	2	-2	-11	-4
Cn1cccc1/C=N/NC(=O)C(O)c1ccccc1 (centres undefined)
 : 2	5	-3	-5	1	2	-3	-8	-4

Bioassay records deposited in PubChem BioAssay by several laboratories.
